# Diaph act CS: diaphorase activation or chemical reduction counter-screen; actives 0.005% (n = 190,000); Diaphorase/resazurin coupled assay, resorufin fluorescence, 16 min; hits give high values; 1 = vehicle wells, 0 = NADH-free wells; activation factor at 20 µM; AID 1229;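 active = diaphorase activity raised at least twofold by the compound at 20 µM; inactive = activation factor below 2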
#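 Material: Purified diaphorase enzyme from Clostridium kluyveri | Buffer or medium: 50 mM HEPES pH 7.4 with 4.542 mM MgCl2, 0.005% Tween 20 | Times: 16 min enzyme reaction, ambient temperature | Signal: Red resorufin fluorescence at 544/590 nm excitation/emission | Measure: Increased resorufin signal from activators or reducing compounds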
# PMI act: activators of human phosphomannose isomerase; P34949; purified human PMI, coupled resazurin fluorescence, 20 min; hits give high values; 1 = vehicle control, 0 substrate-free wells; activation factor at 20 µM; actives 0.005% (n = 190,000); AID 1214;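 active = activation factor of 2 or more at 20 µM, relative to plate controls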
# Target sequence (P34949 whole entry, looked up): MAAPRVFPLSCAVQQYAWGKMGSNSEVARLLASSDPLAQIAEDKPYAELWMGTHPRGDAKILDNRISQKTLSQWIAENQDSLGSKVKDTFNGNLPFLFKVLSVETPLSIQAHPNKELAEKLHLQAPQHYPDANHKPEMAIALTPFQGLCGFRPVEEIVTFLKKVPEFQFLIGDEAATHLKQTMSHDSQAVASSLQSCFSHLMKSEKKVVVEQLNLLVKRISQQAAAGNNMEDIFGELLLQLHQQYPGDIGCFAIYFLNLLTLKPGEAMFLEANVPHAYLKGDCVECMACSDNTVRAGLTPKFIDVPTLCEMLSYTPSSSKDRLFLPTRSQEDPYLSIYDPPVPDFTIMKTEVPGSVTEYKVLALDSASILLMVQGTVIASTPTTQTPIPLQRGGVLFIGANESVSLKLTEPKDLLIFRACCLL
# bIAP activator: increases bovine intestinal alkaline phosphatase activity | actives 0.17% (n = 200,000) | purified bovine IAP, CDP-star luminescence, 30 min; hits give high values; fold of DMSO-control signal, blank-subtracted | activation factor at 20 µM;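 active = activation factor of 2 or more at 20 µM, a signal rise over negative controls twice the positive control's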
# TNAP inh no acc: TNAP (human) inhibition, acceptor-free conditions | purified TNAP, CDP-star luminescence, 30 min | inhibition, % at 20 µM | actives 0.26% (n = 200,000) | AID 1012;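 active = tissue-nonspecific alkaline phosphatase inhibition above about 50% at 20 µM in the single-dose screen, limit read from the data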;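 note: 0% = DMSO negative control and 100% = EDTA positive control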
# Target sequence (P05186 whole entry, looked up): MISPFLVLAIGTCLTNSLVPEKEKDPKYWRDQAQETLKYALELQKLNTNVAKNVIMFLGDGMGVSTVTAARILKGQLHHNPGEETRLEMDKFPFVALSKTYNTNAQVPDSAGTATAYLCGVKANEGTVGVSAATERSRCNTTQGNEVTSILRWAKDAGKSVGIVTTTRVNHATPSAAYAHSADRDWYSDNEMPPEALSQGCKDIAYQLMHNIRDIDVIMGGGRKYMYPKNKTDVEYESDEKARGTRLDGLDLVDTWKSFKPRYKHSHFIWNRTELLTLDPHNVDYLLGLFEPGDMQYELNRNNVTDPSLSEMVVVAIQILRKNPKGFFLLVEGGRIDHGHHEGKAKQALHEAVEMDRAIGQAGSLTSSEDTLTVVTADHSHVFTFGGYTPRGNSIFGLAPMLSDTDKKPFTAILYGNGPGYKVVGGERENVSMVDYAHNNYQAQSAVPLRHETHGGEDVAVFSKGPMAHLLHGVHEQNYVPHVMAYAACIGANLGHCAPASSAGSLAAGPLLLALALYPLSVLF
# TNAP act hiacc: TNAP (human) activation, high acceptor | 200,000 tested, under 10 active | activation factor at 20 µM | purified TNAP, CDP-star luminescence, 1 M DEA, 30 min; hits give high values; 0 = EDTA background, 1 = DMSO-only activity | P05186 | AID 1136;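 active = activation factor at least 2 at 20 µM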
#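 Measured by: Luminescent substrate turnover signal | Test system: Human TNAP | Input: TNAP 1/800 final | Dosing: 20 µM single point | Schedule: 30 min, room temperature | Controls: EDTA wells as negative control, DMSO wells as positive control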
# L major viab: reduces viability of Leishmania major promastigotes; resazurin fluorescence viability; inhibition, % at 10 µM; actives 9% (n = 200,000); in the data active = inhibition above about 50%;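 note: promastigotes grown with compound for 44 hours at 28 °C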
# bIAP inh: intestinal alkaline phosphatase (bovine) inhibition | 190,000 tested, under 10 active | inhibition, % at 20 µM | purified bovine IAP, CDP-star luminescence, 30 min;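 active = over 50% inhibition of intestinal alkaline phosphatase at 20 µM in the single-dose screen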
#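 Assay system: bovine IAP enzyme; medium: DEA buffer 100 mM, pH 9.8, with MgCl2 1.0 mM, ZnCl2 0.02 mM; doses: 20 µM single dose; incubation: enzyme reaction for 30 min at room temperature; detection: CDP-star luminescence signal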
# TNAP inh hi DEA: TNAP (human) inhibition, high acceptor; purified TNAP, CDP-star luminescence, 1 M DEA; inhibition, % at 20 µM; actives 0.03% (n = 200,000);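 active = over 50% inhibition of tissue-nonspecific alkaline phosphatase at 20 µM in the single-dose screen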;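 note: plate controls were DMSO wells for no effect and EDTA-quenched wells as full inhibition for full effect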
# PMI act satM6P: increases human PMI activity with near-saturating mannose 6-phosphate; P34949; actives 0.34% (n = 190,000); activation factor at 20 µM; coupled PMI enzyme assay, resazurin fluorescence, 20 min; hits give high values; 1 = untreated enzyme, 0 = substrate-free blank;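 active = activation factor of 2 or more at 20 µM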
#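 Material: human phosphomannose isomerase with PGI, G6PDH, diaphorase coupling enzymes / Reagent: Man-6-P substrate 1.0 mM / Dosing: single compound dose of 20 µM, 1% DMSO final / Incubation: enzyme reaction with compound 20 min at room temperature / Signal: resorufin fluorescence (Ex 544/Em 590 nm) from resazurin via diaphorase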
# Diaph inh CS: inhibits diaphorase or chemically oxidizes, flagging diaphorase assay artifacts; diaphorase resazurin-to-resorufin fluorescence, NADH, 16 min; bacterial (C. kluyveri) enzyme, not human; inhibition, % at 20 µM; actives 0.69% (n = 190,000);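 active = primary screen inhibition at 20 µM above a set limit, cut at about 50% in these data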;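 note: plate controls were DMSO with full reaction for no effect and wells lacking NADH for full effect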
#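 Assay system: diaphorase enzyme from Clostridium kluyveri; Input: enzyme working solution with 0.14 U/mL diaphorase; Timing: 16 min at room temperature; Technique: resorufin fluorescence, excitation 544 nm, emission 590 nm; Benchmarks: positive control minus NADH, DMSO neutral control.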
# Starred values were filed as active, the others as inactive; / = not tested or not shown. No enrichment for hits. About 10% of those tested had a hit in this group.
SMILES,Diaph act CS,PMI act,bIAP activator,TNAP inh no acc,TNAP act hiacc,L major viab,bIAP inh,TNAP inh hi DEA,PMI act satM6P,Diaph inh CS
Oc1[nH]c2ccccc2c1C=NCC1CCCO1 (stereo unspecified),0.9,1,0.9,-8,1,0,15,0,1.1,5
O=C(C1CCCCC1)N1CCCC(c2nc(-c3ccc(F)cc3)no2)C1 (stereo unspecified),0.9,1,1,-2,1.1,-3,1,-8,1,9
COc1ccc2c(c1)SC(C)CC2=O (stereo unspecified),1,1,1,-5,1.1,-5,2,-7,1,-2
Cc1cc2ncn(CCC(=O)NC3CCCC3)c2cc1C,0.9,1,1,-5,1,-1,-1,-3,1,7
O=C(CN1C(=O)NC2(CCCCCC2)C1=O)c1ccc2c(c1)OCCO2,0.9,0.8,0.9,-7,1,2,8,-1,0.9,11
O=C1CC(c2ccc(Cl)cc2)n2nc(N3C(=O)CCC3=O)nc2N1 (stereo unspecified),0.9,1.1,0.9,-14,1,0,8,-2,1,7
c1cncc(CNc2c3c(nc4nnnn24)CCCC3)c1,0.8,0.9,0.9,-4,1,-5,5,-2,0.9,16
CCC(N)C12CC3CC(CC(O)(C3)C1)C2 (stereo unspecified),1,1.1,0.9,-3,1,0,11,-5,1.1,-5
CC(=O)Nc1ccccc1-c1nnn(CC(=O)Nc2ccc3c(c2)OCCO3)n1,1.1,1.1,0.9,-6,1.1,8,6,-5,1.1,-12
CN(Cc1ccccc1)C(=O)COc1cc(=O)n(C)c2ccccc12,0.9,1,0.9,28,1,9,6,-4,1,6
COc1ccc(S(=O)(=O)N2CCN(C(=O)c3cccs3)CC2)cc1OC,0.9,1.1,1,0,1.1,/,-2,-7,1,12
O=C1Nc2ccccc2N(O)N1c1cc(-c2cccc(Cl)c2)no1,1,1,0.6,-3,1,-9,37,-2,1.1,-2
O=C(CSc1ncn[nH]1)Nc1ccc(Br)cc1F,1,0.9,1,-8,1,2,-5,-5,1,4
O=C(CN1C(=O)COc2ccccc21)N1CCc2ccccc21,0.8,1,1,-15,1.1,-3,3,-9,1,18
CCOC(=O)Nc1sc2nc(C)cc(C)c2c1-n1cccc1,0.8,0.8,1,-8,1.1,1,5,-6,0.8,15
Cc1ccc(NC(=S)N(CCCN2CCCC2)Cc2cccn2Cc2ccc(Cl)cc2)cc1,1,1,0.7,-4,1.1,100*,28,-5,0.9,2
Cc1nnc2n1NC(c1ccc(Cl)cc1)C(C(=O)N(C)C1CCCCC1)S2 (stereo unspecified),1,1.2,1.8,-6,1.1,0,-81,-10,1.1,4
CCC(C)NS(=O)(=O)c1ccc(OCC(=O)NCc2ccccn2)cc1 (stereo unspecified),1,0.9,1.4,0,1,4,-35,-1,0.9,4
Cc1ccc(O)c(C=Nc2cc(C)ccc2O)c1,0.8,0.8,1.1,-63,1,0,-6,0,0.8,18
CCc1cccc2c(C(=O)C(F)(F)F)cn(CC(=O)NCC3CCCO3)c12 (stereo unspecified),1,0.9,1.1,-2,1,2,-14,-1,0.9,4
Cc1cc(NC(=O)CSc2ccc3nnc(-c4ccccn4)n3n2)no1,0.9,1,1,-9,1,-5,3,2,1,5
Cc1sc(-c2ccccn2)nc1OC(=O)c1ccc(Cl)cc1,0.9,0.9,0.9,-19,1,-3,12,2,0.9,12
COc1ccc(N2C(=O)CCC(C(=O)NCc3ccccn3)C2c2ccc(OC)c(OC)c2)cc1 (stereo unspecified),0.9,0.9,1,-9,1,-9,3,1,1,7
COc1ccc(NC(=O)c2ccc(C#N)cc2)cc1NS(=O)(=O)c1ccc(F)cc1,0.8,0.9,0.9,-6,1,41,11,0,0.7,20
COc1ccc(C(=O)Nc2ccc(S(=O)(=O)Nc3nccc(C)n3)cc2)cc1OC,1.1,0.9,1,-8,1,-2,0,-4,1.1,-11
O=C(NCCc1nnc2ccc(NCc3ccc(Cl)cc3)nn12)c1ccccc1,0.9,1,1.1,-9,1,-11,-9,-1,1,10
Cc1ccc(/C=N/NC(=O)c2cccs2)o1,0.8,1,1.1,-6,1.1,-6,-14,-11,0.9,20
C(=N\Nc1nc2ccccc2s1)/c1ccc2c(c1)OCO2,0.9,0.8,1.1,-19,1,6,-10,1,0.9,6
COc1ccccc1CNC(=O)c1cc2c(s1)CS(=O)(=O)C2,0.9,1,0.9,-15,1,-6,6,-3,1,7
COC(=O)c1ccccc1OCc1cccc(C)n1,0.9,1,1,-9,1,-3,3,-2,1.1,9

# 3 entries picked at random from the list so far:
SMILES,Diaph act CS,PMI act,bIAP activator,TNAP inh no acc,TNAP act hiacc,L major viab,bIAP inh,TNAP inh hi DEA,PMI act satM6P,Diaph inh CS
COc1ccc(C(=O)Nc2ccc(S(=O)(=O)Nc3nccc(C)n3)cc2)cc1OC,1.1,0.9,1,-8,1,-2,0,-4,1.1,-11
COC(=O)c1ccccc1OCc1cccc(C)n1,0.9,1,1,-9,1,-3,3,-2,1.1,9
CCc1cccc2c(C(=O)C(F)(F)F)cn(CC(=O)NCC3CCCO3)c12 (stereo unspecified),1,0.9,1.1,-2,1,2,-14,-1,0.9,4

# (more compounds)
SMILES,Diaph act CS,PMI act,bIAP activator,TNAP inh no acc,TNAP act hiacc,L major viab,bIAP inh,TNAP inh hi DEA,PMI act satM6P,Diaph inh CS
CC(=O)c1cnc2n(c1=O)CCS2,0.9,1,1.2,-9,1,2,-17,-4,0.9,13
S=C(c1ccc2c(c1)OCO2)N1CCCC1,0.9,0.9,0.9,-15,1,-8,10,-5,0.9,11
Cc1cccc(-c2nsc(SCC(=O)N3CCCC3)n2)c1,0.9,1,1,-10,1,18,1,-4,1,14
OCCNc1nc(N2CCOCC2)nc(N2CCOCC2)n1,1.1,1,1,-2,1,-8,4,3,1.1,-8
CC(C1CC2CCC1C2)n1c(COc2ccccc2F)nnc1SCC(N)=O (stereo unspecified),1.1,1.1,0.9,6,1.1,11,8,-8,1.1,-7
O=C(N/N=C/c1ccc(Br)o1)c1cncc(Br)c1,0.9,0.9,1,-6,1,-6,2,5,1,12
CCn1c(CNc2ccc(F)cc2)nnc1SCC(=O)OC1CCCCC1,0.8,0.9,1,-11,1.1,2,0,-8,0.8,22
Cc1cc(C)n(CC(O)COc2ccccc2[N+](=O)[O-])n1 (stereo unspecified),1.1,1,0.9,-12,1,-3,13,-2,0.9,-6
OCc1nn2c(c1Br)NC(c1ccccc1)CC2C(F)(F)F (stereo unspecified),0.9,0.9,1,-8,1,12,4,-3,0.9,10
COc1cccc(NC(=S)NCc2ccncc2)c1,1,1,0.9,-5,1,68*,10,-5,1.1,-2
COc1ccc(-c2csc(N(C)C(=O)c3cccs3)n2)cc1,0.9,0.9,1,-9,1.1,-10,4,-6,1,12
CCOc1ccc2c(c1)sc(N)[n+]2Cc1cc(C)cc2cccnc12,0.9,0.9,0.8,-11,1,48,17,-3,1,14
COc1ccc(/C=C/C(=O)N2CCN(C)CC2)cc1S(=O)(=O)N1CCCCC1,0.9,1,1,1,1,1,-1,4,1,13
O=S(=O)(Nc1cccc(S(=O)(=O)N2CCOCC2)c1)c1ccc2c(c1)OCCO2,1,1.2,0.9,-4,1,3,6,-3,1.1,-3
COc1cc(-c2nc(=S)[nH][nH]2)cc(OC)c1OC,0.8,0.5,1.1,-17,1,-3,-7,-2,0.9,23
CCc1ccc2c(c1)C1(C(=O)N2)N2CCCC2C(C(=O)c2ccc3ccccc3c2)C12C(=O)Nc1ccccc12 (stereo unspecified),0.7,0.7,1,-3,1,79*,3,0,0.8,27
CCOC(=O)c1cccc(NC(=O)C2CCN(S(=O)(=O)c3cccs3)CC2)c1,0.9,1,1.6,-10,1,9,-59,-2,1,12
CCC(=O)Oc1c(C(=O)CC)cc2c(C)cc(=O)oc2c1C,0.9,1,1,-21,1,26,4,-3,1,12
COC(=O)CN1C(=S)N(c2ccc(Cl)cc2)C(=O)C1CC(=O)Nc1ccccc1 (stereo unspecified),0.7,0.9,1.4,-12,1,64*,-42,-2,0.9,26
COc1ccc(Cl)cc1NC(=O)Nc1ccccc1C(N)=O,0.7,0.9,1,-8,1,22,-5,-2,0.8,33
COc1ccc(OC(C)C(=O)Nc2cccc(OC)c2)cc1 (stereo unspecified),0.9,0.9,0.9,-8,1,10,6,-1,0.9,9
CCc1ccc(OCCn2cccn2)cc1,0.9,0.9,0.7,-7,1,-10,29,-3,0.9,10
COC(=O)c1ccsc1-n1cc(C#N)c(=O)n(C)c1=O,1,1.1,1,-11,1,-6,0,-2,1.1,0
CC(NC(=O)OCc1ccccc1)C(=O)N1CC(O)CC1C(=O)O (stereo unspecified),1,1.1,0.9,-5,0.9,-5,14,6,1.2,-3
CC(C)N1CCC(N2CCN(Cc3ccc(-c4ccc(Cl)cc4)o3)CC2CCO)CC1 (stereo unspecified),1.1,0.8,1.1,-4,1,88*,-15,-3,0.9,-5
CCCCSc1nc2c(cnn2-c2ccccc2)c(=O)n1N,0.9,0.9,1,-2,1,3,2,-1,1,9
Cc1cccc2[nH]c3c(N4CCC5(CC4)OCCO5)ncnc3c12,1,0.9,0.9,-8,1,43,8,0,1,2
COC(=O)CCC/C=C1/SCC(NC(=O)c2ccccc2)C1NC(C)=O (stereo unspecified),1,1,1.2,-5,1,-4,-20,-2,1.1,0
Cc1ccc2c(c1)CC1(CN2C)C(=O)OC2(CCCCC2)OC1=O,0.8,0.9,1,-12,1,-6,4,-2,0.7,19
CC(C)Cc1nc2sc3c(=O)[nH]cnc3c2c2c1CCCC2,1,0.9,1.1,-28,1,-1,-14,2,1,5
Cn1[nH]c(=O)c(Cl)c(Cl)c1=O,0.8,0.9,1,-12,1.1,-5,2,-6,1,16
Cc1nnc(SCC(=O)N2CCN(S(=O)(=O)c3ccccc3)CC2)s1,1,1,0.9,-1,1,-3,7,1,1,4
CCCc1cc(=O)[nH]c(/N=C(\N)Nc2ccccc2)n1,1,1,1.1,-10,1.1,-1,-11,-7,1,4
Cc1cc(=O)[nH]c(SCC(=O)Nc2ncc(S(=O)(=O)c3ccc([N+](=O)[O-])cc3)s2)n1,0.9,1,1,-13,1,-3,2,-2,0.9,14
OCCC1CN(Cc2cccn2-c2ncccn2)CCN1C1CCCC1 (stereo unspecified),1.1,1,1.1,-5,1,12,-6,-4,1,-13

# One compound at a time, as listed above.
# OCCC1CN(Cc2cccn2-c2ncccn2)CCN1C1CCCC1 (stereo unspecified) is entered as Diaph act CS: 1.1; PMI act: 1; bIAP activator: 1.1; TNAP inh no acc: -5; TNAP act hiacc: 1; L major viab: 12; bIAP inh: -6; TNAP inh hi DEA: -4; PMI act satM6P: 1; Diaph inh CS: -13
# Cc1nnc(SCC(=O)N2CCN(S(=O)(=O)c3ccccc3)CC2)s1 is entered as Diaph act CS: 1; PMI act: 1; bIAP activator: 0.9; TNAP inh no acc: -1; TNAP act hiacc: 1; L major viab: -3; bIAP inh: 7; TNAP inh hi DEA: 1; PMI act satM6P: 1; Diaph inh CS: 4

# Screening data from PubChem.
